miR122 inh: miR-122 Renilla sensor signal increase in Huh7, primary screen, miR-122 inhibitor project, cell-based, single point, plate reader | activation (reporter increase), % at 12.5 µM | hit rate 0.3% among 340,000 | Huh7 miR-122 Renilla luciferase sensor, 48 h; neutral wells = 0, positive control = 100;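 active = mean replicate activation score at least 90 and every replicate individually at or above 90; inconclusive = only one of the two criteria met; inactive = neither criterion met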;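 also: higher luciferase means less miR-122 activity so hits act as miR-122 inhibitors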
* = called active by the depositor; ? = inconclusive. A portion of the library; the hit share may differ from the screen's.

SMILES	miR122 inh
O=C1CSC(c2ccccn2)N1c1cccc(Cl)c1 (configuration not stated)	1.0
COc1ccc(C(=O)O/N=C/c2ccc(S(=O)c3ccc(Cl)cc3)nc2)cc1 (configuration not stated)	-2.6
COCCCNS(=O)(=O)c1ccc2c3c(cccc13)C(=O)S2	64.6
COc1ccc(CCN=C(N)NS(=O)(=O)c2ccc(OC)cc2)cc1	7.4
CCCCn1c(SCC(=O)Nc2cc(C)on2)nnc1-c1cccnc1	-3.0
O=C(NCc1ccncc1)Nc1cccc(Cl)c1	1.7
CC1CCCC(C)N1S(=O)(=O)c1ccc(NC(=O)c2ccccc2C(=O)N2CCOCC2)cc1 (configuration not stated)	1.2
Nc1nc(SCC(=O)NCC2CCCO2)n[nH]1 (configuration not stated)	3.9
CCOC(=O)C1CCCN(C2CC(=O)N(c3cccc(C(F)(F)F)c3)C2=O)C1 (configuration not stated)	6.5
C/C(Cn1cnc([N+](=O)[O-])n1)=N\NC(=O)c1cccc(F)c1	3.1
N#Cc1c(-c2ccccc2)c(-c2ccccc2)nn(CC(=O)NNC(=O)Nc2ccccc2)c1=O	?
N#CCOc1nc(N2CCCC2)nc(N2CCCC2)n1	8.3
CCc1cccc(CC)c1N1C(=O)c2cc(N3CCOCC3)c([N+](=O)[O-])cc2C1=O	-7.5
COc1ccccc1-n1cnnc1SCC(=O)N1CCN(S(=O)(=O)c2ccccc2)CC1	-15.1
O=C(NNC(=O)c1cc2cc3ccccc3nc2s1)c1cccc(Cl)c1	-0.1
CC/C(C)=C1\SC(N2CCOCC2)=NC1=O	0.2
COc1ccc([N+](=O)[O-])cc1NC(=O)C(C)c1ccccc1 (configuration not stated)	0.9
Cn1c(Sc2ccc(Cl)cc2)c(C=O)c2ccccc21	8.0
NC1=NC(=O)CC(C(=O)NCc2ccccc2)S1 (configuration not stated)	0.8
CCC(C)C(NC(=O)OC(C)(C)C)C(=O)NC(Cc1ccccc1)C(=O)OC (configuration not stated)	-3.4
CCCN1Cc2cccc(C(=O)N3CCN(c4ccc(F)cc4)CC3)c2C1=O	-2.8
CCOc1ccccc1CN1C(=O)NC(C)(c2ccccc2)C1=O (configuration not stated)	-7.4
Cc1cc(C(F)(F)F)c(C#N)c(=O)[nH]1	-10.4
COC(=O)c1ccc(Cl)c(NC(=O)NC2CCCCC2)c1	0.4
Cc1ccccc1NS(=O)(=O)c1cccc(-c2nnc(-c3ccccc3)o2)c1	5.4
Continued:
SMILES	miR122 inh
CCc1ccc2oc(=O)cc(CN3CCCCC3C)c2c1 (configuration not stated)	-0.6
O=c1cc(-c2ccco2)oc2ccc(Cl)cc12	0.8
CCOc1ccc(C(=O)Nc2ccccc2C#N)cc1[N+](=O)[O-]	-6.0
CCOc1ccc(C(=O)NCC(=O)OCC(=O)Nc2ccccc2OC)cc1	-8.2
OC(c1ccc(Cl)cc1Cl)C(Cc1cccnc1)n1cncn1 (configuration not stated)	0.8
O=C(CS(=O)(=O)Cc1ccccc1)Nc1nnc(C2CCCCC2)s1	0.0
C=CCSc1nc(N)c(C(=O)Nc2ccccc2C)cc1C(N)=O	-1.5
COCCNC(=S)c1ccc(OC)cc1	-3.7
Cc1ccc(N(CC(=O)Nc2cccc(N(C)S(C)(=O)=O)c2)S(C)(=O)=O)cc1	-5.6
CCOc1ccc(-n2c(-c3ccco3)n[nH]c2=S)cc1	-4.4
CCCC(C1=C(O)CC(C)(C)CC1=O)C1C(=O)CC(C)(C)CC1=O (configuration not stated)	-3.1
CCOc1nc(C)ccc1-c1noc(-c2ccccc2OC)n1	-5.2
Cc1nc2ccc(NC(=O)N3CCN(c4ccccn4)CC3)cc2s1	-0.7
O=C(NCCc1ccccc1)C1CCN(Cc2ccccc2F)CC1	2.0
CC(=O)N1CCCc2cc(S(=O)(=O)N3CCN(c4ccccn4)CC3)ccc21	3.3
COc1ccccc1NC(=O)NS(=O)(=O)c1ccc(C)cc1	-8.1
CCOC(=O)[C@@H]1[C@H]2COc3cc(OC)ccc3[C@@H]2N2C(=O)N(c3cccc(Cl)c3)C(=O)[C@@]12C	6.1
CCCc1nc(SCC(=O)N2c3ccccc3CC2C)c2c(C)c(C)sc2n1 (configuration not stated)	-3.1
O=C(c1ccc(F)cc1)C1CCN(C(=O)c2ccncc2)CC1	-3.3
CCc1ccc2c(c1)/C(=C/C(=O)c1cccs1)C(=O)N2	-3.2
N#Cc1nc(COc2ccc(Br)cc2)oc1N1CCN(Cc2ccccc2)CC1	0.5
CC[C@]1(C(=O)OC)[C@H]2C(=O)N(Cc3ccccc3)C(=O)[C@H]2[C@H]2CN(C)C(=NC)N21	-5.5
COc1ccc(C(=O)n2nc(-c3ccccc3)nc2N)cc1OC	2.8
C=CCNC(=O)c1ccccc1NS(=O)(=O)c1ccccc1	10.0
CC(C)(C)NC(=O)c1ccnc(C(C)(C)C)c1	3.3
(continued)
SMILES	miR122 inh
O=C(COc1ccc(Cl)cc1)NC1CCSC1=O (configuration not stated)	-0.9
NC1=NC(c2ccccc2Cl)n2c(nc3ccccc32)N1 (configuration not stated)	1.0
Cc1nn(CCc2n[nH]c(=S)n2C2CCCCC2)c(C)c1Br	-5.7
COc1ccc(C2SCCN2C(=S)Nc2ccc(Cl)cc2)cc1 (configuration not stated)	0.1
Cc1ccc(NC(=O)COC(=O)c2ccnn2C)cc1	-1.1
CC(=O)Oc1cc(O)c2c(=O)c(OC(C)=O)c(-c3ccc(OC(C)=O)c(OC(C)=O)c3)oc2c1	-8.0
Cc1ccc(NC(=O)CSc2nnc(-c3ccccc3C)o2)cc1C	-0.5
CC(C)COc1cccc(C(=O)NC(=S)NCc2cccnc2)c1	15.3
COc1ccc(Br)cc1CN(C)CC(=O)Nc1cc(Cl)cc(Cl)c1	0.6
C=CCn1c(SCc2ccccc2)nc2scc(-c3ccc(C)o3)c2c1=O	-1.1
O=C(Cn1nc(C(F)(F)F)c2c1CCCC2)NCCN1CCOCC1	-0.8
COC(=O)C1C(=O)NC(SC)=C(C#N)C1c1ccccc1F (configuration not stated)	10.6
CC(C)(C)n1nc2c(c1NC(=O)COc1ccc3ccccc3c1)CS(=O)(=O)C2	17.7
O=c1oc2ccccc2nc1/C=C(O)/C=C/c1ccc(F)cc1	4.6
CCCCC(SCC(=O)Nc1ccccc1)C(=O)O (configuration not stated)	-5.7
CCN1CCN(C(=O)CN(CC)S(=O)(=O)c2ccc(Cl)cc2)CC1	4.0
COc1ccc(OC)c(C2C(C(=O)Nc3cccnc3)=C(C)NC3=C2C(=O)CCC3)c1 (configuration not stated)	4.2
CCc1nc(CNC(=O)c2cc(OC)c(OC)c(OC)c2)no1	-4.1
CCOC(=O)C(C)Sc1nc2c(cnn2-c2ccc(C)cc2)c(=O)[nH]1 (configuration not stated)	-4.8
CCOc1ccc(OCC)c(-c2c(=O)n(OCc3ccc(Cl)cc3)c3ccccc3[n+]2[O-])c1	-4.3
Cc1cccc(C)c1NC(=O)CSc1nnc(-c2ccco2)n1N	-5.2
COC(=O)CCSc1cc(NCCOC(C)=O)c([N+](=O)[O-])c2nonc12	-3.4
COc1cc(C2C(C(C)=O)=C(O)C(=O)N2c2ccc(Br)cn2)ccc1O (configuration not stated)	-8.0
Cc1ccc(S(=O)(=O)N2CCN(c3ccc([N+](=O)[O-])c4cccnc34)CC2)cc1	6.9
O=C(CCN1CCCC1)Nc1ccccc1	-2.6

Nothing new here: 17 of the compounds above.
SMILES	miR122 inh
Cc1ccc(NC(=O)COC(=O)c2ccnn2C)cc1	-1.1
CC(=O)Oc1cc(O)c2c(=O)c(OC(C)=O)c(-c3ccc(OC(C)=O)c(OC(C)=O)c3)oc2c1	-8.0
Cc1ccc(NC(=O)CSc2nnc(-c3ccccc3C)o2)cc1C	-0.5
CC(C)COc1cccc(C(=O)NC(=S)NCc2cccnc2)c1	15.3
COc1ccc(Br)cc1CN(C)CC(=O)Nc1cc(Cl)cc(Cl)c1	0.6
C=CCn1c(SCc2ccccc2)nc2scc(-c3ccc(C)o3)c2c1=O	-1.1
O=C(Cn1nc(C(F)(F)F)c2c1CCCC2)NCCN1CCOCC1	-0.8
COC(=O)C1C(=O)NC(SC)=C(C#N)C1c1ccccc1F (configuration not stated)	10.6
CC(C)(C)n1nc2c(c1NC(=O)COc1ccc3ccccc3c1)CS(=O)(=O)C2	17.7
O=c1oc2ccccc2nc1/C=C(O)/C=C/c1ccc(F)cc1	4.6
CCCCC(SCC(=O)Nc1ccccc1)C(=O)O (configuration not stated)	-5.7
CCN1CCN(C(=O)CN(CC)S(=O)(=O)c2ccc(Cl)cc2)CC1	4.0
COc1ccc(OC)c(C2C(C(=O)Nc3cccnc3)=C(C)NC3=C2C(=O)CCC3)c1 (configuration not stated)	4.2
CCc1nc(CNC(=O)c2cc(OC)c(OC)c(OC)c2)no1	-4.1
CCOC(=O)C(C)Sc1nc2c(cnn2-c2ccc(C)cc2)c(=O)[nH]1 (configuration not stated)	-4.8
CCOc1ccc(OCC)c(-c2c(=O)n(OCc3ccc(Cl)cc3)c3ccccc3[n+]2[O-])c1	-4.3
Cc1cccc(C)c1NC(=O)CSc1nnc(-c2ccco2)n1N	-5.2

Next entries:
SMILES	miR122 inh
CCOc1ccc2[nH]c(=O)c(CN(CC3COCCO3)C(=O)C3CC3)cc2c1 (configuration not stated)	-5.5
C=CCOC(=O)C1=C(C)NC(SCC(=O)OCC)=C(C#N)C1c1ccc(C)cc1 (configuration not stated)	-4.2
Cc1cc(SCCOc2ccc(Br)cc2)nc(N)n1	-1.9
COc1ccc(C(=O)c2nc3c(n2O)CCCC3)cc1OC	-2.0
O=c1c(C=Nc2ccc(Oc3ccccc3)cc2)c[nH]n1-c1cccc(Cl)n1	-8.9
CCc1cccc(C)c1NC(=O)C(c1ccccc1)N1CCC1=O (configuration not stated)	7.7
Cc1ccccc1OCC(=O)Nc1cccc2nsnc12	-0.2
Cc1ccc(NC(=O)Cn2c(/C=C/c3ccccc3)nc3ccccc32)cc1C	-17.6
COc1ccc(CN2C(=O)CN(C3CCCCCC3)C(=O)C2c2ccc(OC)c(OC)c2)cc1 (configuration not stated)	-2.9
O=C(c1ccco1)N1CCN(C(=O)c2cc(-c3ccncc3)nc3ccc(Br)cc23)CC1	-2.5
Cc1cc(C)n(-c2nc(NCC(C)O)c3c4c(sc3n2)COC(C)(C)C4)n1 (configuration not stated)	1.3
O=C(CCC(=O)NNC(=S)Nc1ccccc1)NCc1ccccc1	-8.9
CCOc1cc2c3c(c1)C1(OCCO1)C(=O)N3C(C)(C)CC2C (configuration not stated)	2.9
CCc1ccc(C(C(=O)NC(C)(C)CC)N(Cc2ccco2)C(=O)Cn2nnc3ccccc32)cc1 (configuration not stated)	4.6
COc1cccc(C(C(=O)NC2CCCC2)N(C(=O)c2ccco2)C2CC2)c1OC (configuration not stated)	-3.0
O=C(c1ccco1)N1CCN(c2nnc(-c3ccccc3)c3ccccc23)CC1	-10.5
O=C1CC(=C(c2ccccc2)c2ccccc2)C(=O)N1CCN1CCN(c2cccc(Cl)c2)CC1	-6.6
Cc1ccc(C(=O)NCc2ccc(N3CCN(C(=O)OC(C)(C)C)CC3)cc2)cc1	-8.3
COc1cccc(Nc2nn3c(=O)c4ccccc4nc3s2)c1	2.0
O=C(O)CCCn1c(=O)[nH]c2ccccc2c1=O	13.1
COC(=O)COc1cccc(NC(=O)COc2ccccc2)c1	-5.2
Cc1cc(C(=O)COC(=O)c2ccccc2O)c(C)n1Cc1cccs1	-5.8
Cc1ccc(C(=O)n2nc(-c3cccnc3)nc2N)cc1	-7.7
CNC(=O)N(C1=NCC(C)S1)c1ccc(F)cc1F (configuration not stated)	-1.0
Cc1nnc2sc(-c3ccc(NC(=O)c4ccc(-c5ccc(Cl)cc5Cl)o4)cc3)nn12	-1.5
Carrying on.
SMILES	miR122 inh
COc1ccnc(N=CNOCc2ccc(C)cc2)c1C#N	-3.9
CCN(CC)C(=O)N1CCN(C(=O)c2ccc(C)cn2)CC1	-2.4
Cn1c(=O)c2[nH]c(CN3CCN(Cc4ccccc4)CC3)nc2n(C)c1=O	0.6
COc1ccccc1C(=O)CSc1n[nH]c(N)n1	7.5
CC1(C)C(=O)Nc2ccccc2N1C(=O)COC(=O)c1ccc(Cl)c(S(=O)(=O)NCc2ccccc2)c1	11.0
COC(=O)/C=C1\S/C(=N/NC(=O)c2ccccc2)NC1=O	-3.8
CCOc1cccc(NC(=O)C2CC(=O)N(C)C(=Nc3ccccc3)S2)c1 (configuration not stated)	4.3
O=P(Cc1nnco1)(c1ccccc1)c1ccccc1	1.4
CS(=O)(=O)Nc1ccc(C(=O)Nc2ccccc2Sc2ccccc2)cc1	3.6
Cc1ccc2c(c1)C(c1ccc(N3CCOCC3)cc1)=NNC(c1cccs1)=N2	0.9
CCOC(=O)/C(=N/Nc1ccc(Cl)cc1)S(=O)(=O)c1ccc(Cl)cc1	38.2
COc1ccc(CN2CC(C(=O)NCc3ccccn3)CC2=O)cc1 (configuration not stated)	0.7
O=C(/C=C/c1ccccc1)N/C(=C\c1ccco1)C(=O)NCCO	-2.3
CNC(=S)Nc1ccc(Nc2ccccc2)cc1	-6.5
Cc1oc(-c2cccs2)[n+]([O-])c1C	-2.8
CCOC(=O)c1c(-c2ccc(C)o2)csc1NC(=O)CSc1nnc(C)s1	0.4
CC1(C)CC(=O)c2sc(NS(C)(=O)=O)nc2C1	-1.3
COc1ccccc1CN1CCN(S(=O)(=O)c2ccccc2)CC1	5.2
CC(C)OC(=O)c1c(N)sc2c1CCCC2	-2.6
O=C(CNS(=O)(=O)c1ccc(Br)cc1)N1CCN(c2ccc(F)cc2)CC1	-7.5
CC[N+](CC)(CC)C/C(N)=N/O	-5.2
Cc1ccc(-c2nc(C#N)c(NCCc3ccccn3)o2)cc1	9.1
CCN(CC)c1ccc(C2C(C(=O)OCCOC(C)C)=C(C)NC3=C2C(=O)CCC3)cc1 (configuration not stated)	5.3
O=C(CSc1nnc(C2CC2)n1Cc1ccccc1)N1CCN(S(=O)(=O)c2ccccc2)CC1	-17.9
O=C(CCC(=O)c1cccs1)Nc1nnc(C2CC2)s1	-0.4
COc1cc2[nH]c(=O)n(CCC(=O)N3CCC(N4CCCCC4)CC3)c(=O)c2cc1OC	-2.7
COc1ccccc1CNC(=O)COC(=O)c1n[nH]c2ccccc12	2.1
COc1ccc(-n2cnnc2SCC(=O)N2CCN(S(=O)(=O)c3ccccc3)CC2)cc1	-3.9
CCCOc1ccc(/C(O)=C2/C(=O)C(=O)N(CCCn3ccnc3)C2c2ccco2)cc1 (configuration not stated)	2.8

High-throughput results (PubChem)
